# CHT PAM = CHT positive allosteric modulators, primary screen, cell-based, membrane potential dye, choline EC20 | AID 488977, 2010 | 310,000 compounds, 0.49% hits | CHT-expressing cells; hits give high values; LV-AA mutant CHT in HEK293 cells | B-score at 10 µM;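 active = initial fluorescence not abnormally high and integrated response B-score, plate-corrected, over 3 SD above library mean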
# Target sequence (Q9GZV3 whole entry, looked up): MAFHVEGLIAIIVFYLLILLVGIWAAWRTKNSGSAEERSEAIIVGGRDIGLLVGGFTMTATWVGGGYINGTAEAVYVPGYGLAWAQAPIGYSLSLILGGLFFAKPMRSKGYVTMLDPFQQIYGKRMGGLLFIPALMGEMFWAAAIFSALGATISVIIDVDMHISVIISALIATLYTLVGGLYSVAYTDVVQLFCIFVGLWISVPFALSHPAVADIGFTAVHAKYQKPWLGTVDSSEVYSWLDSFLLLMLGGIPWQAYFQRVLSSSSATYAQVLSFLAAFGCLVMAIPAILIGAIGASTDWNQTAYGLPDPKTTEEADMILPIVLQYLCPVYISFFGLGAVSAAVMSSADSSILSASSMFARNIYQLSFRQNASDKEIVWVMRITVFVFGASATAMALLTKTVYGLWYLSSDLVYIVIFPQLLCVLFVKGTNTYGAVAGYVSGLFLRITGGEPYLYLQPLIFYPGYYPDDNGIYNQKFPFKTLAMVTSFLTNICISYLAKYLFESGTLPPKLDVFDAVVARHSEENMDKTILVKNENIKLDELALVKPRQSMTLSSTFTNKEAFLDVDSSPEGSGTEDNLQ
# CHT inh = inhibitors of human choline transporter CHT; AID 488975, 2010; B-score at 10 µM; 310,000 compounds, 0.86% hits; High affinity choline transporter 1 (Homo sapiens), Q9GZV3; CHT-expressing cells, membrane potential dye, choline response; hits give low values;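 active = B-score over 3 SD under the library average, and starting fluorescence ratio not unusually high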;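 also: choline stimulus applied at its EC90 after an EC20 pre-addition; B-score computed on integrated fluorescence ratio after choline addition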
# An asterisk follows results filed as active; i = inactive. No enrichment for hits. About 1.5% of those tested had a hit in this group.
SMILES,CHT PAM,CHT inh
Nc1ccc(C(=O)Nc2ccc(OC(F)(F)C(F)F)c(NC(=O)c3ccc(N)cc3)c2)cc1,i,i
Fc1ccc(/C=N/Nc2nn[nH]n2)cc1,i,i
Cc1ccn(CCC(=O)N2CCCC(CCC(=O)N3CCN(c4ccccn4)CC3)C2)n1 (centres undefined),i,i
c1ccc(-n2nnc3c(N4CCOCC4)ncnc32)cc1,i,i
O=C(N/N=C/c1ccc(OC(=O)c2cccs2)cc1)c1ccc(F)cc1,i,i
CC(=O)NCCNC(=O)c1ccc(NC2=NC3CS(=O)(=O)CC3S2)cc1 (centres undefined),i,i
COc1ccc(N2CCN(C(=O)c3cc4c(s3)-c3ccccc3S(=O)(=O)C4)CC2)cc1,i,i
CCCCN=CC1=C(O)CC(c2ccccc2)CC1=O (centres undefined),i,i
CCC(CO)N=C1CC(C)(C)CC(=O)/C1=C(/O)CCCN1C(=O)c2ccccc2C1=O (centres undefined),i,i
Cc1ccc(NC(=O)c2c(C)nc3sc(C(=O)NC4CCCC4)c(N)c3c2-c2ccco2)c(C)c1,i,i
COc1ccc(CCNC(=O)c2ccc([N+](=O)[O-])cc2Cl)cc1OC,i,i
COC(=O)c1ccccc1NC(=O)c1sc(Cl)nc1C,i,i
Cc1ccc(SCc2ccc(C(=O)NCc3ccncc3)cc2)cc1,i,i
CC(=O)NCC(=O)N1CCCC(C(=O)c2ccc(-c3ccccc3)c(F)c2)C1 (centres undefined),i,i
CC(=O)Nc1ccc2c(c1)C(=O)N(c1ccc(C)cc1)C2=O,i,i
O=C(NCCN1CCOCC1)/C(=C\c1ccccc1Cl)NC(=O)c1ccccc1,i,i
Cc1cc(C)c2nc(N3CCC(C(=O)N4CCCC4)CC3)sc2c1,i,i
CCCOc1ccc(C(=O)NCCC(=O)NCCCC(=O)OCC)cc1,i,i
CCCCN1C(=S)NC[C@@H]1c1ccccc1,i,i
CC/C(=N\Nc1nncc2ccccc12)c1ccc(F)cc1,i,i
CN1CCN(C2=CC(=O)OC23CCCCC3)CC1,i,i
Cc1ccccc1CC1(CO)CCCN(C(=O)CCC(=O)c2ccccc2)C1 (centres undefined),i,i
O=C(N/N=C/c1cccnc1)C1CCCCC1,i,i
COc1cccc(C(C(=O)NC(C)(C)C)N(C(=O)CCC(=O)Nc2cc(C)on2)C(C)C)c1OC (centres undefined),i,i
C/C(=N\N1C(=O)c2ccccc2NC1c1ccco1)c1ccccc1O (centres undefined),i,i
CN1C(=O)c2oc3ccccc3c(=O)c2C1c1ccncc1 (centres undefined),i,i
CCCCCCOc1ccc(N2C(=O)CC(N3CCN(CCN=CC4C(=O)CC(C)(C)CC4=O)CC3)C2=O)cc1 (centres undefined),i,i
COc1cc(/C=C2\SC(=S)N(Nc3ncc(C(F)(F)F)cc3Cl)C2=O)ccc1O,i,i
O=S(=O)(Cc1ccccc1)Nc1ccccc1,i,i
CCN(CC(=O)NCc1cccs1)C(=O)c1ccc(S(=O)(=O)Nc2cccc(C)c2C)cc1,i,i
COc1cccc(/C=N/NC(=O)c2cc3cc([N+](=O)[O-])ccc3s2)c1O,i,i
O=C(NCc1ccccc1)NCC12CC3CC(CC(C3)C1)C2,i,i
CC(=O)Nc1ccc2c(c1)C(=O)N(C1CCCCC1)C2=O,i,i
COc1ccc(NC(=S)N2CCN(c3ncccn3)CC2)cc1,i,i
CC(=O)N1CCc2cc(S(=O)(=O)CCC(=O)N(C)Cc3ccco3)ccc21,i,i
CCc1nn(-c2ccccc2)c(=S)c2ccccc12,i,i
CC1=C(C(=O)N2CCOCC2)C(c2ccc(OC(F)F)cc2)NC(=S)N1c1ccccc1 (centres undefined),i,i
CNC(=O)NC(=O)CSc1nnc(-c2ccco2)n1-c1ccccc1,i,i
O=C(Nc1ccc(-c2nc3ccccc3o2)c(O)c1)c1cc(-n2cnnc2)ccc1Cl,i,i
Cc1nc2scc(-c3cccs3)c2c(=O)[nH]1,i,i
CN1C2C=C3C(C#N)=C(N)C(C#N)(C#N)[C@H](c4c(F)cccc4F)[C@H]3C1CC2 (some centres undefined),i,i
CCOc1cc(/C=C2/SC(=S)N(C)C2=O)ccc1Oc1ccc([N+](=O)[O-])cc1[N+](=O)[O-],i,i
CCOc1ccc(NC(=S)Nc2cc(OC)c(Cl)cc2OC)cc1,i,i
O=C(c1noc2c1CCc1ccccc1-2)N1CCCc2ccccc21,i,i
Cc1cc(C2C(=O)CC(=O)CC2c2ccccc2)on1 (centres undefined),i,i
COc1ccc(CCn2c(C)nc3c(c(=O)c4ccccc4n3C)c2=O)cc1,i,i
O=S(=O)(c1ccccc1)N1CC=C(c2ccccc2)CC1,i,i
COc1ccc(C(=O)NCc2cc3ccccc3n2C)cc1,i,i
O=C(O)C1C2CCC(O2)C1C(=O)Nc1cccc(F)c1 (centres undefined),i,i
Cc1ccc(NC(=O)C2CCCN(C(=O)NCc3ccccc3)C2)c(C)c1 (centres undefined),i,i
C/C(=N\NC(=O)C1CCCN(S(=O)(=O)c2ccccc2)C1)c1ccccn1 (centres undefined),i,i
CCc1cccc(C)c1N(C(=O)Cn1c(=O)[nH]c2ccccc21)C(C)COC (centres undefined),i,i
CCOC(=O)C1CCN(CC(=O)Nc2c(C(=O)OC)[nH]c3cccc(C)c23)CC1,i,i
COc1cc(OC)c(C2=NOC(C(=O)Nc3cc(C)nn3-c3ccccc3)C2)cc1Cl (centres undefined),i,i
CC(C)n1cc(CN2CCCC(C(=O)Nc3ccccc3Oc3cccnc3)C2)cn1 (centres undefined),i,i
CCOC(=O)N1CCC(N2Cc3cccc(C(=O)N4CCN(c5cccc(C)c5C)CC4)c3C2=O)CC1,i,i
CCCCOC(=O)Nc1ccc(S(=O)(=O)Nc2ccc([N+](=O)[O-])cc2)cc1,i,i
COc1cccc2cc(C(=O)NNC(=O)c3ccc(Br)cc3)c(=O)oc12,i,i
COc1ccc(C2=NNC(c3cccs3)=Nc3ccc(OC)cc32)cc1,i,i
Cc1ccc(C2(C)NC(=O)N(CCOc3ccccc3)C2=O)cc1 (centres undefined),i,i

# An excerpt of these results, as tab-separated lines.
smiles	CHT PAM	CHT inh
Cc1ccc(NC(=O)C2CCCN(C(=O)NCc3ccccc3)C2)c(C)c1 (centres undefined)	i	i
O=C(N/N=C/c1ccc(OC(=O)c2cccs2)cc1)c1ccc(F)cc1	i	i
O=C(O)C1C2CCC(O2)C1C(=O)Nc1cccc(F)c1 (centres undefined)	i	i
CC(=O)Nc1ccc2c(c1)C(=O)N(c1ccc(C)cc1)C2=O	i	i
COc1ccc(CCn2c(C)nc3c(c(=O)c4ccccc4n3C)c2=O)cc1	i	i
CC(=O)NCCNC(=O)c1ccc(NC2=NC3CS(=O)(=O)CC3S2)cc1 (centres undefined)	i	i

# Continuation.
SMILES,CHT PAM,CHT inh
COc1ccc(CN2CN=C(Nc3nc4ccccc4s3)NC2)cc1,i,i
CC(C)(CO)N=C1NS(=O)(=O)c2cc([N+](=O)[O-])ccc21,i,i
CCCS(=O)(=O)N1CCC(C(=O)NCCCN(C)Cc2ccccc2)CC1,i,i
C(=C\c1nc(N2CCCCCC2)c2ccccc2n1)/c1ccccc1,i,i
COc1cc(C2N(c3ccccc3)CCN2c2ccccc2)cc(OC)c1OC,i,i
CCCc1nnc(NC(=O)CS(=O)(=O)c2ccccc2)s1,i,i
c1ccc(NC2=NCCN2CCC2CCCCC2)cc1,i,i
O=C(CCc1ccc(S(=O)(=O)NC2CCCCC2)cc1)NCc1ccc(Cl)cc1,i,i
Cc1cc(C)n(-c2nc3c(c(=O)n(C)c(=O)n3C)n2CCO)n1,i,i
CCN1C(=O)[C@@H]2[C@H](C1=O)[C@@H]1C(=O)Nc3ccccc3C(=O)N1[C@@H]2c1cccc(OC)c1,i,i
COc1ccc(OC)c2c(C)cc(N3CCCCCC3)nc12,i,i
COc1ccc(C)cc1NC(=O)NNC(=O)C(C)Oc1ccc([N+](=O)[O-])cc1 (centres undefined),i,i
CCSc1nnc(-c2cc(Br)ccc2NC(C)=O)c(=O)[nH]1,i,i
Cc1cc(C)n2nc(C(=O)OCC(=O)N(C)Cc3ccccc3)nc2n1,i,i
CN1CCC(=O)N([C@H](CN=[N+]=[N-])c2ccccc2)CC1,i,i
CCc1nnc(NC(=O)CSc2nnc(Cc3ccccc3)n2-c2ccc(OC)cc2)s1,i,i
COc1cccc(NC(=O)CN2CCN(S(=O)(=O)c3ccc(F)cc3)CC2)c1,i,i
COc1ccc(CCNC(=O)c2ccc(OCC(=O)N3CCOCC3)c(OC)c2)cc1OC,i,i
CCOC(=O)C1C(=O)OC(C)(C)C1C(C)C(=O)c1ccc(OC)cc1 (centres undefined),i,i
O=C(CCCn1c(=O)c2sccc2n(CC(=O)NCC2CCCO2)c1=O)NCc1ccco1 (centres undefined),i,i

# Entries above that contain a furan ring, fused or not:
SMILES,CHT PAM,CHT inh
Cc1ccc(NC(=O)c2c(C)nc3sc(C(=O)NC4CCCC4)c(N)c3c2-c2ccco2)c(C)c1,i,i
C/C(=N\N1C(=O)c2ccccc2NC1c1ccco1)c1ccccc1O (centres undefined),i,i
CC(=O)N1CCc2cc(S(=O)(=O)CCC(=O)N(C)Cc3ccco3)ccc21,i,i
CNC(=O)NC(=O)CSc1nnc(-c2ccco2)n1-c1ccccc1,i,i
O=C(CCCn1c(=O)c2sccc2n(CC(=O)NCC2CCCO2)c1=O)NCc1ccco1 (centres undefined),i,i

# Other entries.
SMILES,CHT PAM,CHT inh
COc1cccc(C(C(=O)NC2CCCCC2)N(C(=O)c2cccs2)c2ccc3c(c2)OCO3)c1 (centres undefined),i,i
COCCn1c(=NC(=O)C(C)(C)C)sc2cc([N+](=O)[O-])ccc21,i,i
O=C(Cc1c(C(=O)O)[nH]c2ccc(Cl)cc12)Nc1ccc2c(c1)OCCO2,i,i
CSc1nc2c(cc1C#N)C(=O)CC(C)(C)C2,i,i
O=C(CCSc1ccccc1Cl)NNC(=O)c1ccncc1,i,i
COc1ccccc1N1CCN(/N=C/c2c(C)nn(-c3ccccc3)c2C)CC1,i,i
O=C(Cc1cccc2ccccc12)NCCC1=CCCCC1,i,i
CC1S/C(=N/N=C/c2ccco2)NC1=O (centres undefined),i,i
Cc1ccc(CNC(=O)c2cc(-c3ccccc3C)n(CC3CC(c4cccc([N+](=O)[O-])c4)=NO3)n2)cc1 (centres undefined),i,i
Cc1ccc(C(=O)NNC(=O)CCC(=O)Nc2cc(C)on2)cc1,i,i
S=C(Cc1cccnc1)N1CCOCC1,i,i
CCC(CC)c1nnc(NC(=O)c2nn(C)c(=O)c3ccccc23)s1,i,i
COc1cccc(NC(=O)N2CCC(C(=O)Nc3ccc(C)cc3C)CC2)c1,i,i
Cc1ccc(C(=O)NC(=S)Nc2ccccc2C)cc1,i,i
c1csc(-c2cn3ccc4ccccc4c3n2)c1,i,i
Cc1oc(-c2ccc(F)cc2)nc1CN(Cc1ccccn1)CC1CCCO1 (centres undefined),i,i
O=C(COC(=O)C1=COCCO1)Nc1ccc(F)c(F)c1,i,i
CCCC(=O)Nc1ncnc2c1ncn2[C@@H]1O[C@@H]2COP(=O)(O)O[C@H]2[C@H]1OC(=O)CCC,i,i
COc1cccc(NC(=O)C23CCC(C)(C(=O)O2)C3(C)C)c1 (centres undefined),i,i
CCOc1cc2c(C#N)c(N(CC)CC)nc(N)c2c(N)n1,i,i
CCOc1ccc(NS(=O)(=O)c2ccc3[nH]cc(C(=O)N(CC)CC)c(=O)c3c2)cc1,i,i
COc1ccc(S(=O)(=O)N(CC(=O)NCc2cccnc2)c2ccc(F)cc2)cc1OC,i,i
Cc1ccc(OCC(=O)N2CCC3(CC2)CC(=O)c2ccccc2O3)cc1,i,i
S=c1[nH]c2cc(Cl)ccc2s1,i,-5*
Cc1ccc(-c2nc3cccnc3o2)cc1NC(=O)COc1ccc(C(C)(C)C)cc1,i,i
O=C(NC(Cc1ccccc1)C(=O)O)/C(=C\c1ccc([N+](=O)[O-])cc1)NC(=O)c1ccco1 (centres undefined),i,i
Cc1ccc(-n2c(SCC(=O)N3CCOCC3)nc(O)c(Cc3ccccc3)c2=O)cc1,i,i
O=C(NCc1ccc2c(c1)CCO2)Nc1ccccc1,i,i
CN1CCN(S(=O)(=O)c2cccc(C(=O)NCc3ccc(Cl)cc3)c2)CC1,i,i
Nc1cccc(S(=O)(=O)Nc2ccc(Br)cc2)c1,i,i
COc1ccc2cc(C(=O)C3CCCN(C(=O)c4cccnc4)C3)ccc2c1 (centres undefined),i,i
O=C(COc1ccc(Cl)cc1)NCc1nnc(SCC(=O)N2CCCCC2)o1,i,i
O/N=C/c1cc2ccccc2n1Cc1ccccc1F,i,i
COc1cccc(S(=O)(=O)NCc2ccc(C(=O)NCc3ccco3)cc2)c1,i,i
CN(C(=O)COc1ccccc1)c1nnc(-c2cccnc2)s1,i,i
S=C(NCc1cccs1)Nc1ccc(Br)cc1Cl,i,i
COC(C(=O)NNC(=O)CCc1ccccc1)c1ccccc1 (centres undefined),i,i
COC(=O)C1=C(C)NC(=O)CC1c1ccccc1F (centres undefined),i,i
CN(C)/C=C1\Oc2ccc3ccccc3c2C1=O,i,i
O=C(c1ccc(Cl)nc1)N1CCN(S(=O)(=O)c2ccc(Cl)cc2)CC1,i,i
COc1ccccc1-c1cc(C(=O)Nc2cc(C)n(Cc3ccc(Cl)cc3)n2)no1,i,i
O=C1c2cccc3cccc(c23)C(=O)N1c1nncs1,i,i
COc1cccc(CN2CCC(C(=O)N3CCC(C)CC3)CC2)c1,i,i
COc1ccc(C(=O)Nc2ccnn2C2CCN(Cc3ccccn3)CC2)cc1,i,i
CCC(c1nnnn1CCOC)N1CCN(c2nc3ccccc3s2)CC1 (centres undefined),i,i
CC(C)Oc1ccc2c(=O)c(-c3ccccc3)coc2c1,i,i

# Record cards, as listed above:
# `CC(C)Oc1ccc2c(=O)c(-c3ccccc3)coc2c1` reads CHT PAM: i; CHT inh: i
# `COc1ccccc1-c1cc(C(=O)Nc2cc(C)n(Cc3ccc(Cl)cc3)n2)no1` reads CHT PAM: i; CHT inh: i

# Assay outcomes from PubChem.
